MITF primary = inhibitors of human MITF; O75030; AlphaScreen MITF homodimerization, bead proximity signal; inhibition, % at 2.6 µM; 0.91% of 650,000 active; in the data active means inhibition above about 50%;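 further: 0% = vehicle wells with protein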
Target sequence (O75030 whole entry, looked up): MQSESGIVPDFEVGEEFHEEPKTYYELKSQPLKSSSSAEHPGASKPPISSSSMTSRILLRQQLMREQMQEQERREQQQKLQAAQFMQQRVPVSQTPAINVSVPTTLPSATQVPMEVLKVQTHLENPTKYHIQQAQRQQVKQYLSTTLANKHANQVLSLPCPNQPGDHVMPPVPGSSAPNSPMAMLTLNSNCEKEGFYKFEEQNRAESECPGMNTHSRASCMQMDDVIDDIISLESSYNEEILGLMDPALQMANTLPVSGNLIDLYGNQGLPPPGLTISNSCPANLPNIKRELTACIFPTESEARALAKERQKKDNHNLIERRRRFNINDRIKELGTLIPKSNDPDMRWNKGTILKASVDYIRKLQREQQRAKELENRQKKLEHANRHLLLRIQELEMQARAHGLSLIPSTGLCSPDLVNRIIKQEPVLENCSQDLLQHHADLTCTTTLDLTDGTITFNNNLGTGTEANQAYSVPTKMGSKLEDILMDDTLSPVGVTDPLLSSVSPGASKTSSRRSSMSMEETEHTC
TEAD-YAP block = TEAD-YAP interaction inhibition. HEK-TIYL cells, TEAD-Gal4/YAP UAS-luciferase luminescence. inhibition, % at 9.12 µM. 1.4% of 640,000 active. AID 1259422; in the data active means inhibition above about 32%;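 further: 0% = median of test compound wells and 100% = reference inhibitor wells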
GPR151 ag = human GPR151 activation; Q8TDV0; PathHunter beta-arrestin GPR151 cells, luminescence; activation, % at 11.2 µM; 1% of 650,000 active; AID 1508602; in the data active means activation above about 4.9%;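 further: 0% = median of compound wells and 100% = cells with positive control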
Target sequence (Q8TDV0 whole entry, looked up): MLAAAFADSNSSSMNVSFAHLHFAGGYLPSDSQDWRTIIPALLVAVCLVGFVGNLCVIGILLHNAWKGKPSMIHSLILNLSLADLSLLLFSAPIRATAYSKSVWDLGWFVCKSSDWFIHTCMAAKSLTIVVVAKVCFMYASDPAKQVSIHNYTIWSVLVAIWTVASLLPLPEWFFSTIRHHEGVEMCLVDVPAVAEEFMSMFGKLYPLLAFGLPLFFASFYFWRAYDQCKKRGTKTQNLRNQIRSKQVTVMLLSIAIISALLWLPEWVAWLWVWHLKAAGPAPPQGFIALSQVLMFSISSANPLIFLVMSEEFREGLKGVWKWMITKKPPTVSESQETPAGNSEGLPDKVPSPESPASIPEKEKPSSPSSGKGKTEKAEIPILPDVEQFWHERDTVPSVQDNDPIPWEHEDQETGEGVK
FBW7 activator = activators of human E3 ligase FBW7; AID 1259310; 0.13% of 650,000 active; Q969H0; normalized activity (activation), % at 26.1 µM; AlphaScreen FBW7–phospho-cyclin E peptide binding, activator screen; in the data active means normalized activity above about 1.9%;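 further: purified mutant Fbw7 with reduced substrate affinity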
Numbers without * were called inactive; & = joins results of further samples.

SMILES | MITF primary | TEAD-YAP block | GPR151 ag | FBW7 activator
N#Cc1c(-c2ccc(Cl)cc2)cc(-c2ccccc2)nc1N | 10 | 2 | -0.4 | 0.0
O=C(NCCN1CCOCC1)C1CCN(c2ccc(N3CCOCC3)nn2)CC1 | 13 | -4 | -0.6 | 0.0
CCC(C)NCCOc1cccc(C(F)(F)F)c1 (configuration not stated) | 16 | 3 | 2.1 | 0.1
COC(=O)/C(CC(=O)C(C)(C)C)=N/NC(=O)c1cccc(Br)c1 | 8 | -27 | 1.9 | -0.3
CCC(C)(C)C1CCc2c(sc(NC(=O)c3ccccc3OC)c2C(N)=O)C1 (configuration not stated) | -3 | -3 | 8.1* | -0.1
O=C(CN1CCN(c2ccc([N+](=O)[O-])c(N3CCCC3)c2)CC1)N1CCOCC1 | 4 | 20 | 0.1 | -0.2
O=C(CSc1nc2ccc(Cl)cc2[nH]1)c1ccc(Br)s1 | 18 | -8 | 0.6 | 0.0
CC(C)c1ccc(OCC(=O)N/N=C/c2cccc([N+](=O)[O-])c2)cc1 | 1 | 0 | -0.3 | -0.1
CCN(C(=O)Cn1c(=O)oc2ccccc21)c1ccc2c(c1)OCO2 | 4 | 0 | -0.8 | -0.1
Cc1ccc2nc(C)c(C(=O)NCc3ccc(C)o3)n2c1 | 12 | 5 | 1.1 | 0.3
CN1C(=O)[C@H]2CN(C(=O)c3cc(F)ccc3F)CCN2C(=O)[C@@H]1Cc1ccccc1 | -6 | 1 | -0.3 | -0.1
CCOC(=O)N1CCN(C(=O)c2sc3ncn(CC(=O)N4CCCCC4C)c(=O)c3c2C)CC1 (configuration not stated) | 21 | -6 | -1.6 | 0.8
O=C(Nc1ccc(-n2cnnn2)cc1)C1CCN(C2CCOCC2)CC1 | 11 | 6 | -0.9 | 0.3
COc1ccc(NC(=O)c2cccc(F)c2)c(OC)c1 | -7 | -27 | -0.6 | 0.0
CC(C)CNC(=S)N1CCN(c2ccccc2F)CC1 | -1 | -11 | -0.5 | -0.1
Cc1cccc(NC(=O)c2ccc(F)c(S(=O)(=O)N(C)Cc3ccccc3)c2)c1 | -4 | 8 | -0.7 | 0.0
CC(C)(C)NC(=O)Cn1c(=O)n(-c2ccc(F)cc2)c(=O)c2oc3ccccc3c21 | 1 | 3 | -0.6 | 0.0
O=C(O)C1CCCN1C(=O)Nc1ccc(F)cc1 (configuration not stated) | -4 | -10 | -0.2 | -0.1
Cc1ccc(NC(=O)C2C3C=CC4(O3)C2C(=O)N(C(C)C)C4C(=O)NC2CCCC(C)C2C)cc1Cl (configuration not stated) | -2 | -6 | 0.8 | 0.0
Cc1ccccc1Nc1nnc(SCC(=O)Nc2ccc(C(N)=O)cc2)s1 | 1 | -5 | -5.9 | -0.2
O=C(CCSc1ccccc1)Nc1ccc(CC(=O)N2CCC(O)CC2)cc1 | 13 | -6 | 1.9 | -0.3
COc1cccc(NC(=O)c2cc(Cl)ccc2Cl)c1 | 0 | 1 | 1.9 | 0.1
O=C(NCCc1nc(-c2ccncc2)n[nH]1)c1ccn[nH]1 | 9 | 5 | -0.2 | 0.1
NS(=O)(=O)c1ccc(NC(=S)Nc2ccc(F)c(F)c2)cc1 | 16 | 13 | 0.6 | 0.8
O=C(CCCCCCNS(=O)(=O)c1ccccc1)N1CCN(c2ccccc2)CC1 | -5 | 26 | 0.7 | -0.1
CC(=O)NCC1Cc2cc(F)cc(-c3ccc(C(C)=O)s3)c2O1 (configuration not stated) | -24 | -6 | 3.6 | 0.2
CCn1c(C)nc([N+](=O)[O-])c1Sc1nc(N)nc2nc[nH]c12 | -3 | 7 | -0.7 | 0.0
COc1ccc(-c2noc(-c3nnn(-c4ccc(Br)cc4)c3N)n2)cc1 | -20 | -5 | -0.3 | -0.1
COC(=O)C1=CN(Cc2cccs2)C=C(C(=O)OC)C1c1ccc(OC)c(OC)c1OC | 4 | -15 | -1.3 | 0.4
Cc1ccc(N(C(=O)c2ccccc2Br)C2C=CS(=O)(=O)C2)cc1C (configuration not stated) | 5 | 3 | 0.6 | -0.1
CCOc1ccccc1NC(=O)N1CCN(Cc2nc(-c3ccc(F)cc3)cs2)CC1 | 0 | 13 | 0.7 | 0.0
O=C(NCc1ccc2c(c1)OCO2)c1cc2ccccn2n1 | 0 | -2 | 0.8 | -0.2
Cc1cc(Cl)c(S(=O)(=O)Nc2cccnc2)cc1OCC(N)=O | -10 | -9 | -1.9 | -0.1
CNC(=O)C(C(F)(F)F)(C(F)(F)F)C(F)(F)F | -3 | 3 | -1.0 | 0.0
O=C(COc1ccc(F)cc1F)n1cnc2ccccc21 | 16 | 3 | -1.2 | 0.6
CCOC(=O)C(=CNc1ccc(NC=C(C(=O)OCC)C(=O)OCC)cc1)C(=O)OCC | 20 | -12 | 0.2 | 0.4
O=C1NC(=O)N(c2ccc3c(c2)OCO3)C(=O)/C1=C/c1ccc(-c2cccc([N+](=O)[O-])c2)o1 | 2 | 1 | -0.7 | -0.1
CCCCCCCCCCC[C@@H](C[C@@H]1OC(=O)[C@H]1CCCCCC)OC(=O)[C@H](CC(C)C)NC=O | -11&-8 | -11&0 | 1.6&2.7 | -0.1&-0.1
OC1(c2cnn(Cc3ccccc3)n2)CCCCC1 | 16 | -7 | 2.2 | 0.2
CC(C)(C)c1cc(-c2ccccc2)no1 | 7 | 9 | -1.6 | 0.0
CCC(C(=O)Nc1c(C)cccc1C)n1nnc(C(=O)OC)c1C(=O)OC (configuration not stated) | 11 | -6 | -1.7 | 0.7
Cc1cccc(C)c1-n1c(=S)sc2c(=O)n(-c3ccccc3)c(SCc3ccccc3F)nc21 | 18 | 46* | 2.0 | 0.0
CCCn1cnc2sc(C(=O)NCCCOC)c(C)c2c1=O | 16 | -9 | -0.4 | 0.0
FC(F)(F)c1cccc(Oc2nc(N3CCOCC3)nc(N3CCOCC3)n2)c1 | -1 | 4 | -0.7 | 0.1
COc1ccc(C(=O)NCC(c2ccco2)N2CCOCC2)cc1 (configuration not stated) | -8 | 1 | 2.2 | 0.1
COC(=O)C1=CN(C(C)C)C=C(C(=O)OC)C1c1ccc(OC)cc1 | 2 | 2 | -0.6 | 1.0
Cc1cccc(NC(=O)COc2ccc(Br)c(C)c2)c1 | -8 | -19 | -0.3 | 0.1
Cc1ccc(CNC(=O)[C@@H]2CCC(=O)N2Cc2ccco2)cc1 | 19 | 6 | -1.3 | 0.2
COc1ccccc1C(=O)NCC(=O)OCC(=O)Nc1ccc(C(N)=O)cc1 | 0 | -11 | -0.4 | -0.1
CCOC(=O)C1=C(c2ccccc2)N=c2s/c(=C\c3cccnc3)c(=O)n2C1c1ccc(OCC)cc1 (configuration not stated) | 7 | 14 | 1.5 | 0.0

6 compounds out of the list, sorted by formula weight, lowest first.
SMILES | MITF primary | TEAD-YAP block | GPR151 ag | FBW7 activator
CCCn1cnc2sc(C(=O)NCCCOC)c(C)c2c1=O | 16 | -9 | -0.4 | 0.0
Cc1cccc(NC(=O)COc2ccc(Br)c(C)c2)c1 | -8 | -19 | -0.3 | 0.1
COC(=O)C1=CN(C(C)C)C=C(C(=O)OC)C1c1ccc(OC)cc1 | 2 | 2 | -0.6 | 1.0
CCC(C(=O)Nc1c(C)cccc1C)n1nnc(C(=O)OC)c1C(=O)OC (configuration not stated) | 11 | -6 | -1.7 | 0.7
COc1ccccc1C(=O)NCC(=O)OCC(=O)Nc1ccc(C(N)=O)cc1 | 0 | -11 | -0.4 | -0.1
CCOC(=O)C1=C(c2ccccc2)N=c2s/c(=C\c3cccnc3)c(=O)n2C1c1ccc(OCC)cc1 (configuration not stated) | 7 | 14 | 1.5 | 0.0

(cont.)
SMILES | MITF primary | TEAD-YAP block | GPR151 ag | FBW7 activator
CC(C)Oc1ccc(C(N)CC(=O)O)cc1 (configuration not stated) | 18 | 4 | -0.1 | 0.3
NS(=O)(=O)c1ccc(CCNC(=O)c2ccccc2Cl)cc1 | -6 | 2 | 0.8 | -0.2
CC(C)(C)NC(=O)CN(Cc1cccs1)C(=O)CNS(=O)(=O)c1ccc(F)cc1 | 1 | -2 | 1.7 | 0.0
CCCCOC(=O)C1=C(C)NC2=C(C(=O)CC(C)(C)C2)C1c1cccc(OC)c1OC (configuration not stated) | 11 | 1 | -0.3 | 0.3
Nc1nonc1C(=O)NCCNc1ccc([N+](=O)[O-])cc1Cl | -7 | -1 | 0.9 | 0.2
O=C(Nc1ccc(Oc2ccccc2)cc1)c1cccc(-c2ccccc2)n1 | 2 | -14 | 0.9 | 0.3
NC(=O)c1cc(NC(=O)c2ccccc2Cl)cc(C(N)=O)c1 | 5 | -3 | -0.7 | 0.0
COCc1cc(=O)n2c(-c3ccc(C)cc3)n[nH]c2n1 | 6 | -3 | -0.4 | 0.2
O=C(Nc1nncs1)c1cc(-c2ccc(Cl)s2)nc2ccccc12 | 21 | 2 | -1.0 | 0.1
CCN(CC)CCCN(Cc1ccco1)C(=S)Nc1ccc(C)c(C)c1 | 1 | 11 | 0.0 | -0.3
Cc1ccc2c(c1)nnn2C1CCN(S(=O)(=O)c2ccc(C(=O)N(C)C)cc2)CC1 | -6 | 0 | -0.5 | 0.0
CCOC(=O)c1[nH]ncc1CN1CCN(CC=C(C)C)C(CCO)C1 (configuration not stated) | 8 | 2 | -1.5 | 0.1
CC(O)CNCc1c(C(=O)N(C)Cc2ccccc2)nc2ccccn12 (configuration not stated) | -2 | -6 | 1.6 | -0.1
CC1CCCCN1C(=O)Cn1cc(C=O)c2ccccc21 (configuration not stated) | 5 | 7 | 2.3 | 0.0
Cc1ccc(NC(=O)C2C3c4ccccc4C(c4ccccc43)C2C)c(C)c1 (configuration not stated) | -1 | -17 | -0.2 | 0.2
Cc1ccc(OC(=O)C(F)(F)F)c2c1NCCC2 | -4 | -2 | -0.6 | -0.2
CC1(C)CC(=O)C(C=NCCN2CCN(C(=O)C3CCCC3)CC2)=C(O)C1 | -4 | 0 | 2.4 | -0.2
Cc1ccc2c(c1)CCCN2C(=O)C1CCCN(c2ccc(-n3cccn3)nn2)C1 (configuration not stated) | 10 | 13 | 0.0 | -0.7
CCC(=O)N1CCc2cc(S(=O)(=O)Nc3ccc(OC)c(Cl)c3)ccc21 | 19 | 31 | -0.1 | 0.0
O=C(Nc1ccc(Br)cn1)c1cccc2ccccc12 | -9 | 32* | -1.1 | -0.1
CCOc1cc2c(cc1/C=C1/NC(=O)N(Cc3ccc(Cl)cc3)C1=O)OCO2 | 6 | 2 | 1.1 | 0.0
CCOc1ccccc1NC(=O)c1ccccc1NS(C)(=O)=O | -6 | 10 | 0.4 | -0.1
NCCSc1c(-c2ccc(Br)cc2)[nH]c2ccccc12 | -9 | -15 | 0.4 | -0.1
N#Cc1ccc(COc2c(CO)cc(Br)cc2CO)cc1 | 2 | -6 | 1.8 | 0.0
COc1ccc(NC(=O)COc2cccc3c2CCN(Cc2ccccc2)C3=O)cc1 | 11 | 6 | 1.6 | 0.1
CC(=O)Nc1ccc(S(=O)(=O)CCC(=O)O)cc1 | 5 | 3 | 3.8 | 0.0
Cc1cc(-c2cnc(N3CCCC3)nc2C2CCN(C(=O)c3ccco3)CC2)on1 | -1 | 5 | -0.1 | -0.1
CCOc1cc(CN2CCN(Cc3cccc(OC)c3)CC2)ccc1OC | 24 | 0 | -0.1 | -0.1
COc1cc(OC)c(OC)cc1/C=C1/SC(=Nc2ccccc2)NC1=O | 12 | 2 | -0.6 | 0.1
O=C(CSc1nnc(-c2ccc(Cl)cc2Cl)o1)c1ccccc1 | 16 | 10 | -1.0 | 0.2

Some of the entries so far, with tabs.
structure	MITF primary	TEAD-YAP block	GPR151 ag	FBW7 activator
COc1ccc(NC(=O)COc2cccc3c2CCN(Cc2ccccc2)C3=O)cc1	11	6	1.6	0.1
CCOc1cc(CN2CCN(Cc3cccc(OC)c3)CC2)ccc1OC	24	0	-0.1	-0.1

More compounds:
SMILES | MITF primary | TEAD-YAP block | GPR151 ag | FBW7 activator
COCCNC(=O)c1ccc(CNC(=O)c2ccc(F)cc2)cc1 | -11 | -3 | -0.5 | -0.1
O=S1(=O)NC(=NC23CC4CC(CC(C4)C2)C3)c2ccccc21 | 13 | -1 | 2.5 | 0.2
Cc1[nH]c(=O)[nH]c(=O)c1CSCC(=O)OCC(=O)NCc1ccccc1 | -1 | 3 | -1.2 | -0.1
COc1ccc(C(=O)Nc2ccc3oc(-c4ccccc4)nc3c2)cc1Br | -2 | 2 | -0.2 | -0.1
CS(=O)(=O)N(CC(=O)NC1CCCCC1)c1ccc(Cl)cc1Cl | 9 | -1 | -1.3 | 0.1
CC(C)(C)c1nc2ccc([N+](=O)[O-])cc2[nH]1 | 0 | 4 | -0.2 | 0.1
NC(=O)C1CCCN(C(=O)c2cc(COc3ccc(F)cc3F)on2)C1 (configuration not stated) | -5 | -6 | 0.5 | -0.1
O=C1C(=O)c2cc(Br)cc([N+](=O)[O-])c2-c2ccc([N+](=O)[O-])cc21 | 14 | -2 | 0.1 | -0.3
COc1ccc(C(=O)/C=C/Nc2ccccc2C)cc1OC | 16&-1 | -59&-45 | 0.5&0.2 | 0.0&0.0

Compound activity from PubChem.
